# Compound activity (PubChem BioAssay)
# ALOX12 inh: Primary qHTS assay for inhibitors of human arachidonate 12S-lipoxygenase (ALOX12): Round 2. Polyunsaturated fatty acid lipoxygenase ALOX12 (Homo sapiens), P18054. purified 12hLO, xylenol orange hydroperoxide absorbance. Potency, µM (doses to about 108 µM), for the others: top-dose activity change, negative = inhibition, actives largely listed as inhibitors. hit rate 1.1% among 580,000. AID 1671190, 2021; active means well fitted inhibition curve with a large enough effect; inconclusive means small, poorly fitted or top-dose-only effect, or another doubt; inactive means no such curve, though single readings can be large or run the other way; further: potency means the concentration at half of the fitted maximal effect
# Target sequence (P18054 whole entry, looked up): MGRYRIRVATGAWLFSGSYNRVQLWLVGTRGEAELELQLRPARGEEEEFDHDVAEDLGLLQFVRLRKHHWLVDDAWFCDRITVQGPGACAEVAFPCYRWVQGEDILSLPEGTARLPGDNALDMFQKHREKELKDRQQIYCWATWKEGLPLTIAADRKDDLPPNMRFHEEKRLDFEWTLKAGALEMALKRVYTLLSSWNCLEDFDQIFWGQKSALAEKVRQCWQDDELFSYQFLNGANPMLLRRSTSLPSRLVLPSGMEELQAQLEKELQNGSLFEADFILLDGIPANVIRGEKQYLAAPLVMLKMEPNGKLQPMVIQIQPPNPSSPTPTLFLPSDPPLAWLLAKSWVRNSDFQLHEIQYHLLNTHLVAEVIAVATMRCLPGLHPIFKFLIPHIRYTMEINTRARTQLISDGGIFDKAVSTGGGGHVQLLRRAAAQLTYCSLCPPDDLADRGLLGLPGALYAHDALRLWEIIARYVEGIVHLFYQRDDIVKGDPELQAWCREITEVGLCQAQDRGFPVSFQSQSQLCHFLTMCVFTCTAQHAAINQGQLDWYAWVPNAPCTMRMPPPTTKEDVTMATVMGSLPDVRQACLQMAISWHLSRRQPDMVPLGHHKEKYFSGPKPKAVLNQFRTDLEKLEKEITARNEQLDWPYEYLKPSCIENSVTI
#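 Hydroperoxide product was detected by ferrous iron/xylenol orange as the 573 to 405 nm absorbance ratio. Arachidonic acid at 40 uM (final) was turned over for 30 min at room temperature by 150 nM human 12hLO, pH 7.0 Hepes buffer, after 15 min compound preincubation.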
# LDHA inh: qHTS assay for inhibitors of human lactate dehydrogenase | purified LDHA, NADH/diaphorase-resazurin fluorescence; active compounds read low | L-lactate dehydrogenase A chain (Homo sapiens), P00338 | hit rate 0.15% among 480,000 | activity change, % (values are at about 110 or 230 µM); in the data active means activity change below about -30%; inconclusive means mostly about -25% to -30%;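 further: plate controls were DMSO wells for no effect and wells without enzyme for full effect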
#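 Human LDH5 at 2 nM final in Tris HCl pH 7.4 with 0.06 mM NADH and 0.2 mM pyruvate, reacted 5 minutes at room temperature. Remaining NADH coupled via diaphorase/resazurin; resorufin fluorescence read at 0 and 20 minutes, normalized to enzyme-free and DMSO wells.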
# * hit, by the source's call; ? = inconclusive; [ ] = dose if it differs, or a comment. Unless noted, on the % scale 0 is the no-effect control and ±100 the full control effect. This is a subset (hit frequency here may not be typical).
# A first look (six entries):
molecule | ALOX12 inh | LDHA inh
Cc1oc(-c2cccs2)nc1C(=O)N1CCOC(C)C1 (stereo unspecified) | 1.5% | -5.1
CC(C)CNC(=O)NC(=O)CNC(C(=O)N(C)C)c1ccccc1 (stereo unspecified) | -15.1% | -1.1
CCCn1nc(C(=O)OCC(=O)N(C)Cc2ccco2)c2ccccc2c1=O | -16.1% | -0.2
CC(NC(=O)c1cccs1)c1ccc2c(c1)NC(=O)CO2 (stereo unspecified) | 1.4% | -1.0
Cc1ccc(-n2c3c(c(=O)[nH]c2=O)CN(Cc2ccco2)CN3)cc1C | -7.2% | 7.9
Brc1ccoc1-c1nc(-c2ccccc2)no1 | 52.5%[activator] | 0.6

# Results, from the first entry:
molecule | ALOX12 inh | LDHA inh
Cc1oc(-c2cccs2)nc1C(=O)N1CCOC(C)C1 (stereo unspecified) | 1.5% | -5.1
CC(C)CNC(=O)NC(=O)CNC(C(=O)N(C)C)c1ccccc1 (stereo unspecified) | -15.1% | -1.1
CCCn1nc(C(=O)OCC(=O)N(C)Cc2ccco2)c2ccccc2c1=O | -16.1% | -0.2
CC(NC(=O)c1cccs1)c1ccc2c(c1)NC(=O)CO2 (stereo unspecified) | 1.4% | -1.0
Cc1ccc(-n2c3c(c(=O)[nH]c2=O)CN(Cc2ccco2)CN3)cc1C | -7.2% | 7.9
Brc1ccoc1-c1nc(-c2ccccc2)no1 | 52.5%[activator] | 0.6
Nc1cccc(OCCCc2ccccc2)c1 | 4.9% | 0.8
COCCn1c(C)c(C)c(S(=O)(=O)c2ccc(OC)cc2)c1NC(=O)c1ccco1 | -51.1% | -3.8
Cc1nc2nc(N)c(C#N)cn2n1 | 28.1% | 3.2
CC1CCN(C(=O)c2nn(C(C)C)c(=O)c3ccccc23)c2cc(Cl)ccc2S1 (stereo unspecified) | -28.0% | 0.6
COC(=O)[C@@]12C[C@@H](CC(=O)N3CCN(C(=O)C4CC4)CC3)C(=O)N(CCc3ccc(OC)c(OC)c3)C1=CCC(C)(C)C2 | 0.6% | -2.7
CCOC1CCCc2oc(-c3ccsc3)c(-c3cnc(OC)nc3)c21 (stereo unspecified) | ? | 0.3
Cc1ccc(NC(=O)c2nn(C)c(=O)c3ccccc23)c(O)c1 | -5.1% | 7.2
C(#Cc1ccccc1)C[N+]1(CC#Cc2ccc(C#CC[N+]3(CC#Cc4ccccc4)CCOCC3)cc2)CCOCC1 | ? | 33.8
C=C(C)Cn1c(NCC)nc2c1c(=O)[nH]c(=O)n2C | -14.6% | 8.9
COc1cc(OC)c2cc(C(=O)N[C@@H](C)C(=O)Nc3ccc4c(c3)OCCO4)n(C)c2c1 | ? | 8.9
COc1ccc(Cl)cc1CN(C)C(=O)c1cc(OC)c(C)c(OC)c1 | -32.8% | 13.2
CN(CCS(=O)c1ccccc1)Cc1ccc2c(c1)OCCO2 (stereo unspecified) | 18.7% | 1.0
Cc1cc(C)c2cc(C(=O)N3CCC(C(=O)NCc4ccccc4)CC3)[nH]c2c1C | -12.2% | 4.7
Cc1ccccc1-c1nc2n(CC(=O)N3CCCCCC3)c(C)cc(=O)n2n1 | 30.5%[activator] | -0.8
O=C(NCC12CC3CC(CC(C3)C1)C2)Nc1ccc(Cl)cc1F | ? | -16.9
O=C(Cn1cnc2c(Cl)cc(Cl)cc2c1=O)N(C1CCCC1)C1CCS(=O)(=O)C1 (stereo unspecified) | -1.0% | 0.2
O=C1CC(=O)CC(c2ccc(F)cc2)C1 | -23.3% | 2.4
COc1cccc(N=Cc2ccc(N(C)C)cc2)c1 | -28.0% | 14.3
CCC(C)C(NC(N)=O)C(=O)NCCc1ccc(Cl)cc1 (stereo unspecified) | -3.3% | 5.5
NC(=O)c1cccc(NS(=O)(=O)c2ccccc2[N+](=O)[O-])c1 | 8.5% | 7.0
Oc1ccc(N2CCN(c3nc(-c4cccnc4)nc4ccccc34)CC2)cc1 | ? | 7.8
COc1cccc(C2=Cc3ccc(F)cc3C(CC(C)=O)N2c2ccc(C#CC3(O)CCCCC3)cc2)c1 (stereo unspecified) | 15.8µM* | 8.5
CCCCNC(=S)NCCCC | ? | 0.6
CCOC(=O)C(NC(=O)/C=C/c1ccc(C)cc1Br)C(=O)OCC | 1.7% | -4.5
CCOC(=O)[C@]12CCC=C1N(Cc1ccc3c(c1)OCO3)C(=O)[C@H](CC(=O)NCC13CC4CC(CC(C4)C1)C3)C2 | -6.8% | -1.3
CC1=C(C(=O)Nc2ccccc2C)C(c2ccco2)C(C#N)=C(SCC(=O)c2ccc(F)cc2)N1 (stereo unspecified) | ? | 1.2
O=C(CSc1nc2ccc(N=Cc3c4ccccc4cc4ccccc34)cc2s1)NCCc1ccccc1 | -0.2% | 1.7
Cc1cccc2c(C(=O)O)cc(-c3cccs3)nc12 | -22.2% | 6.5
Cc1cccc(NC(=O)Cc2nc(-c3ccccc3)oc2C)n1 | -27.0% | -0.9
CCCNC(=O)NC(=O)COC(=O)c1sccc1C | -3.3% | -10.8
Cn1c(SCC(=O)NC2CCCC2)nnc1-c1ccc(Cl)cc1 | ? | -12.5
CNC(=O)C1CCCC1 | 1.6% | 0.9
CCN(CC)c1ccc(/C=N/NC(N)=S)cc1 | ? | -2.1
CC(=O)c1ccc(NC(=O)CSC2=C(C#N)C(c3ccccc3C)C3=C(CCCC3=O)N2)cc1 (stereo unspecified) | -52.7% | -16.5
CCSCc1ccc(C(=O)C(C#N)C(=O)NC(C)C)cc1 (stereo unspecified) | ? | -0.5
CC(C(=O)Nc1ccc2[nH]c(=O)[nH]c2c1)N(C)Cc1c(F)cccc1Cl (stereo unspecified) | -26.8% | 7.5
CSCCC(C(=O)NCc1ccccc1)n1c(Cc2cc(F)cc(F)c2)nc2ccccc21 (stereo unspecified) | -5.2% | 1.3
O=S(=O)(NCC1CC1)c1ccc2ccccc2c1 | 4.4% | -0.4
CC(C)C(=O)Nc1cccc(NC(=O)Nc2ccc(Cl)cc2)c1 | 38.6%[activator] | -0.8
CCc1ccc(NC(=O)CSc2nc3ccsc3c(=O)[nH]2)cc1 | ? | 2.4
CCCCCCN1CCN(C2CN(Cc3cn(CCCC(=O)OC)nn3)S(=O)(=O)C2)CC1 (stereo unspecified) | -26.7% | -1.2
Cc1cccc(-c2nc(-c3ccc(Br)cc3)no2)c1 | -28.2% | 1.3
CCCCn1c(=O)[nH]c(=O)c2c1nc(CSc1nccn1-c1cc(C)cc(C)c1)n2C | 2.3% | -13.9
O=C1NC[C@@H](CCCCN2C[C@H](Cc3ccc(O)cc3)N(CCc3ccccc3)C(=O)C2=O)N(Cc2ccccc2)C1=O | ? | -3.7

# (list continues)
molecule | ALOX12 inh | LDHA inh
CCS(=O)(=O)c1ncc(Cl)c(C(=O)N(Cc2ccccc2)C2CCS(=O)(=O)C2)n1 (stereo unspecified) | -5.2% | 0.3
CCCCNC(=O)C[C@@H]1C[C@@]2(C(=O)OCC)CCC=C2N(CCC2=CCCCC2)C1=O | -4.8% | 9.9
Cc1c(NC(=O)c2nn(CCO)c(=O)c3ccccc23)c(=O)n(-c2ccccc2)n1C | -9.6% | 4.1
N#C/C(=C\c1ccc(OC(=O)c2ccccc2)cc1)C(=O)Nc1ccccc1 | ? | ?
Cc1oc2c(C)c3o/c(=N/O)c4c(c3cc2c1C)CCCC4 | ? | -0.1
Cc1ccccc1OCC(=O)Nc1cc(C(F)(F)F)ccc1N1CCOCC1 | -3.9% | -0.6
C#CCOc1nc2c(c(=O)n(C)c(=O)n2C)n1Cc1c(Cl)cccc1Cl | -4.2% | -6.3
COc1ccccc1CC(=O)Oc1ccc2c(c1)OCO2 | -12.7% | -7.9
CCC(C)NC(=O)Nc1ccc2c(c1)N(S(=O)(=O)CC)CC2 (stereo unspecified) | ? | -9.3
CCOC(=O)c1cc(NC(=O)/C=C/C(=O)O)cc(C(=O)OCC)c1 | -23.8% | 0.3
O=C(CCc1ccco1)N(Cc1cccs1)C1CC1 | -30.8% | ?
CCCCC(=O)NCC1CC2c3ccccc3C1c1ccccc12 (stereo unspecified) | ? | 11.0
Nc1nccnc1C(=O)NCc1ccc(N2CCCCC2)nc1 | -0.5% | -1.9
CC(=O)N1CCN(C(=O)Cn2ccc3c(Cl)cccc32)CC1 | 6.0% | 0.7
O=C(COc1ccccc1)NC12CC3CC(CC(C3)C1)C2 | ? | -16.6
Cc1cc(C(F)(F)F)nc2ccccc12 | 22.8% | -4.9
CCCCCCCCc1ccc(C(=O)CCN(C)C)cc1 | 12.6µM* | 5.3
CC(=O)Nc1ccc(/C(C)=N\OC(C)C(=O)Nc2cccc(C)c2)cc1 (stereo unspecified) | -23.8% | -6.9
Cn1c(=O)[nH]c(=O)c2c1nc(CN1CCN(Cc3ccccc3)CC1)n2CCCc1ccccc1 | -3.0% | -5.2
Cc1oc2cc(OCC(=O)Nc3ccc4c(c3)OCCO4)ccc2c(=O)c1-c1ccccc1 | ? | -1.4
Cc1c(CC(=O)Nc2ccc(CCO)cc2)c(=O)oc2cc(O)ccc12 | 0.1% | -3.4
O=C(COc1ccc(Cl)cc1Cl)OCC(=O)c1ccccc1 | -14.5% | 8.7
NC(=O)c1ccc(S(=O)(=O)N2CCN(C(=O)c3cc4c(s3)CCCCC4)CC2)cc1 | -11.3% | 5.8
Fc1ccccc1CNC(=S)NCc1ccccc1 | ? | -1.0
COCCN1CCCN(C(=O)c2cc(-c3ccc(F)cc3)n[nH]2)CC1 | 9.9% | 6.0

# More results:
canonical_smiles | ALOX12 inh | LDHA inh
CC(Oc1ccccc1F)C(=O)Nc1cccc2cccnc12 (stereo unspecified) | 0.3% | 4.4
COc1cccc(C(=O)Oc2ccc3c(=O)c(-c4ccccc4OC)c(C)oc3c2)c1 | 58.9%[activator] | -18.3
O=c1[nH]c(=O)n(Cc2ccccc2)c2c1CN(Cc1ccccc1Cl)CN2 | -46.2% | 3.9
Cc1nc2ccc(CO)cc2s1 | 5.2% | 12.8
CCC(Sc1nnc(C)n1-c1ccc(C)cc1)C(=O)Nc1cc(C)on1 (stereo unspecified) | ? | -19.4
N#C/C(=C\c1ccc(-c2ccccc2Cl)o1)c1ccc(Cl)cc1 | 4.3% | -1.4
COc1ccc(Cl)cc1NC(=O)Nc1ccc2c(c1)oc(=O)n2C | ? | 7.3
CN(Cc1cccc(Cl)c1Cl)C(=O)CCN=C1NS(=O)(=O)c2ccccc21 | 7.0% | 3.1
CC(C)n1nc(C(=O)NCC2CCOC2)c2ccccc2c1=O (stereo unspecified) | -5.8% | -8.1
O=C(COc1c(I)cc(Cl)c2cccnc12)NC12CC3CC(CC(C3)C1)C2 | ? | 3.7
CCn1c(CNC(C)c2ccc(Cl)c(Cl)c2)nc2cc(S(=O)(=O)N3CCOCC3)ccc21 (stereo unspecified) | 47.0%[activator] | -6.0
Cc1cc2c(cc1C)-n1nnnc1C(N1CCN(C(=O)OCc3ccccc3)CC1)C(=O)N2 (stereo unspecified) | -9.5% | 0.9
C/C(=N/NC(=O)c1cccs1)c1ccccc1 | -24.4% | 0.8
CCC(CC)C(=O)Nc1nonc1-c1ccc(Br)cc1 | 15.9% | 7.0
O=C1Cc2cc(-c3csc(Nc4ccccc4)n3)ccc2N1 | ? | -4.1

# 4 records drawn at random from the list so far, as already listed:
canonical_smiles | ALOX12 inh | LDHA inh
Cc1cc2c(cc1C)-n1nnnc1C(N1CCN(C(=O)OCc3ccccc3)CC1)C(=O)N2 (stereo unspecified) | -9.5% | 0.9
COc1cccc(C(=O)Oc2ccc3c(=O)c(-c4ccccc4OC)c(C)oc3c2)c1 | 58.9%[activator] | -18.3
O=C1Cc2cc(-c3csc(Nc4ccccc4)n3)ccc2N1 | ? | -4.1
CC(Oc1ccccc1F)C(=O)Nc1cccc2cccnc12 (stereo unspecified) | 0.3% | 4.4

# Further results follow.
canonical_smiles | ALOX12 inh | LDHA inh
O=C(CSc1nnc(N2CCOCC2)n1-c1cccc(F)c1)NCC(=O)Nc1ccc(F)cc1 | ? | -7.0
O=S(=O)(Nc1nc2ccccc2nc1Nc1ccccc1Br)c1cccs1 | -28.4% | -4.8
Cc1cccc(C)c1-n1nnnc1SCC(=O)c1ccc(Br)s1 | -27.8% | -1.0
CC1Cc2ccccc2N1C(=O)CSc1nc2cc(S(=O)(=O)N3CCCCC3)ccc2o1 (stereo unspecified) | 0.9% | 17.1
CCOc1ccc(/C=C/c2nc(C#N)c(NCc3ccc(C)cc3)o2)cc1 | ? | -4.0
CC(NC(=O)c1cccs1)C12CC3CC(CC(C3)C1)C2 (stereo unspecified) | -2.7% | 7.7
CCCCCCCCN1C(=O)[C@H](CC(=O)NCC23CC4CC(CC(C4)C2)C3)C[C@@]2(C(=O)OCC)CCCC=C12 | -18.1% | -0.2
COC(=O)CCC1(C)C(=C(C)C)CCC(C)C1COc1ccc2ccc(=O)oc2c1 (stereo unspecified) | 3.5% | -3.4
Cc1ccccc1OCC(=O)N1CCC(NC(=O)c2ccccc2)CC1 | 1.5% | 6.1
CCCCc1cc(=O)oc2cc(OCC(=O)N3CCC(C(=O)NCCCO)CC3)ccc12 | 6.2% | -2.2
COC(=O)C1CCN(C(=O)c2cc(-c3ccccc3)nc3ccccc23)CC1 | -0.6% | 7.6
CC(NC(=O)c1ccccc1I)C1CC2CCC1C2 (stereo unspecified) | -7.7% | 14.4
COC(=O)C1C(=O)CC(C)(O)C(C(=O)OC)C1c1cccc(F)c1 (stereo unspecified) | -23.3% | -7.2
CCCN(CC#N)CC(=O)NC(=O)NC(C)(C)C | ? | 4.3
